Screening data (PubChem BioAssay)
NS5 inhibitors – Dengue-2 NS5 methyltransferase inhibitors, primary screen, biochemical, confirmation dose response (AID 588689); hit rate 0.3% among 340,000; Dengue-2 NS5 methyltransferase capping enzyme assay, biochemical; higher % means a stronger effect; one-dose inhibition, % at 25 µM; IC50 in µM for titrated hits; in the data active means a potency from the dose series
GPR55 LPI antagonism – GPR55 antagonists blocking LPI-driven arrestin recruitment, primary screen, imaging, U2OS, beta-arrestin-GFP, LPI agonist (AID 2013) | hit rate 0.13% among 290,000 | inhibition, % at 10 µM, or IC50 in µM where a hit was titrated | U2OS GPR55 beta-arrestin-GFP translocation imaging, LPI antagonism; higher % means a stronger effect;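 active means spots per cell inhibited over 60%, with over 100 cells counted and total cytoplasm intensity under 500,000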;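 further: U2OS cells stably carrying GPR55 and arrestin-GFP stimulated by 5 µM LPI near EC80; imaged beta-arrestin-GFP aggregate spots per cell after agonist stimulation; plate controls were LPI-stimulated DMSO wells for no effect and DMSO wells without LPI for full effect; some results filed as inactive read as strong as hits; confirmed hits need IC50 under 10 µM and bright autofluorescent wells are also inconclusive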
HIV peptide binding – cell-free HIV fusion peptide-binding blockers – biochemical, uHTS, fluorescence dequenching, primary screen (AID 1986) | cell-free peptide binding, fluorescence dequenching, 30 min; higher % means a stronger effect | inhibition, % at 20 µM; hits with a dose series show IC50 in µM | hit rate 0.3% among 290,000; in the data active means inhibition mostly above about 52%, no sharp cut-off; inactive means mostly below about 76%; further: some results filed as inactive read as strong as hits
KOR beta-arrestin-1 – kappa opioid receptor activators – cell-based, luminescence, uHTS, primary screen (AID 1777) | hit rate 0.02% among 280,000 | activation, % at 10 µM; hits with a dose series show EC50 in µM | KOR beta-arrestin recruitment, luminescence; higher % means a stronger effect; in the data active means activation above about 50%, passing the limit was not always enough; further: a part of the inactive calls stands beside numbers as strong as those of hits
GPR55 beta-arrestin – selective activators of receptor GPR55 – imaging, U2OS cells, beta-arrestin-GFP redistribution, primary screen (AID 1961); U2OS GPR55 beta-arrestin-GFP redistribution imaging; higher % means a stronger effect; activation, % at 10 µM, or EC50 in µM where a hit was titrated; hit rate 0.048% among 290,000;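 active means activation above 40% with more than 50 cells counted in the well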;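 further: U2OS osteosarcoma cells stably expressing GPR55 and beta-arrestin-GFP; plate controls were DMSO negative control for no effect and LPI positive control for full effect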
GPR35 arrestin U2OS – GPR35 antagonists blocking zaprinast-driven arrestin recruitment, primary screen, imaging, U2OS, beta-arrestin-GFP, zaprinast agonist (AID 2058); U2OS GPR35 beta-arrestin-GFP translocation imaging, zaprinast antagonism; higher % means a stronger effect; inhibition, % at 10 µM; hits with a dose series show IC50 in µM; hit rate 0.052% among 290,000;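 active means inhibition of at least 50% with at least 30 cells and total cytoplasm GFP at most 10,000,000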
KOR beta-arrestin-2 – KOR antagonists, beta-arrestin recruitment, cell-based, luminescence, uHTS (AID 1778) | hit rate 0.091% among 290,000 | KOR beta-arrestin recruitment, luminescence, antagonist mode; higher % means a stronger effect | inhibition, % at 10 µM, or IC50 in µM where a hit was titrated; in the data active means inhibition above about 50%; further: strong numbers were not always called active
West Nile antiviral – inhibition of WNV-induced cytopathic effect – cell-based, CPE readout (AID 1621); West Nile virus-infected cells, CPE inhibition; higher % means a stronger effect; CPE inhibition, % at 10 µM, or IC50 in µM where a hit was titrated; hit rate 0.02% among 290,000; in the data active means a potency from the dose series; further: strong numbers were not always called active
NOD1 NF-kB reporter – inhibition of NOD1-driven NF-kB reporter – cell-based, luminescence, uHTS, primary screen (AID 1578). NOD1-driven NF-kB luciferase reporter cells, luminescence; higher % means a stronger effect. one-dose inhibition, % at 4 µM; EC50 in µM for titrated hits. hit rate 1% among 290,000; in the data active means inhibition mostly above about 36%, no sharp cut-off; inactive means mostly below about 34%;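 further: HEK-293T reporter cells stimulated with the NOD1 agonist gamma-tri-DAP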
NS5 inhibitors pilot replicate – also measured in NS5 inhibitors; calls as there; inhibition, %; measured here: pilot screen replicate inhibition
The depositor's hits bear a star; nt = not tested or not shown; [ ] = another dose, or the depositor's remark.

SMILES	NS5 inhibitors	GPR55 LPI antagonism	HIV peptide binding	KOR beta-arrestin-1	GPR55 beta-arrestin	GPR35 arrestin U2OS	KOR beta-arrestin-2	West Nile antiviral	NOD1 NF-kB reporter	others
O=C(N[C@H](Cc1ccc(Cl)cc1)C(=O)O)OCC1c2ccccc2-c2ccccc21	0.8%	-4.1%	68.5%	0.0%	-0.2%	-7.1%	-30.7%[20 µM]	1.1%	9.5%
CSc1cccc(NC(=O)CCC(=O)O)c1	-5.8%	4.3%	0.6%	2.8%	-0.3%	16.9%	-10.2%	0.9%	-20.9%
Cc1cccc(-c2noc(CCCC(=O)Nc3ccc(C(N)=O)cc3)n2)c1	5.7%	2.6%	0.0%	-2.0%	-0.1%	5.1%	-7.6%	-0.1%	-19.0%
CCOc1ccccc1N(C(=O)c1ccco1)C(C(=O)NC1CCCC1)c1cccnc1 (centres undefined)	-8.3%	-3.6%	-0.9%	1.0%	0.2%	-2.5%	15.0%	-0.2%	-12.6%
Cc1ccc(COC(=O)c2nn(-c3ccccc3)nc2N)cc1	-5.3%	-1.2%	-1.3%	0.3%	-0.5%	1.7%	11.5%	0.8%	-33.5%
CCOC(=O)C1=C(CSc2nc3c(cc2C#N)CN(C)CC3)OC(N)=C(C#N)C1c1ccc(F)cc1 (centres undefined)	26.4%	4.2%	-0.4%	-1.2%	-0.1%	-13.3%	5.1%	0.6%	12.0%
Cc1ccc(C)c(N2CCN(CC(=O)Nc3ccc4[nH]c(=O)[nH]c4c3)CC2)c1	-2.8%	1.0%	-1.4%	3.5%	0.0%	-9.1%	2.0%	0.0%	-4.4%
CCNC(=S)N/N=C/c1ccc(OCC(=O)Nc2ccc(OC)cc2)c(OC)c1	5.1%	4.5%	-1.3%	-0.6%	0.3%	-17.0%	3.5%	0.2%	26.0%
O=C(OC(C(=O)NC1CCCCC1)c1ccccc1)c1ccco1 (centres undefined)	0.8%	15.3%	-3.0%	0.1%	0.5%	8.9%	-9.1%	-0.7%	17.4%
CC(C)CNS(=O)(=O)c1ccc(CCC(=O)O)cc1	-2.1%	10.0%	0.7%	0.4%	0.0%	-5.8%	-21.8%	0.5%	-29.0%
Cc1ccc(C(=O)N/C(=C\c2cccnc2)c2nc3ccccc3[nH]2)cc1	-0.6%	7.6%	-2.0%	22.1%	-0.1%	-8.8%	22.3%	-0.8%	-26.9%
Cc1ccc(NCC(=O)N=Nc2c(O)n(C)c3ccccc23)cc1	0.8%	-3.8%	-3.1%	2.7%	0.3%	3.1%	-29.9%	-0.6%	-21.1%
CN(C)c1ccc(CN2CCCCC2)cc1	-0.5%	6.3%	1.4%	1.4%	0.2%	-1.4%	-18.7%	0.0%	-2.3%
COc1ccc(OCC(=O)NNC(=O)c2nn(C)c(=O)c3ccccc23)cc1	1.3%	5.5%	0.0%	-3.2%	0.1%	-2.1%	25.8%	-0.2%	-68.0%
Cc1cccc(NC2=Nc3ccccc3N3C2=Nc2c(c(C)nn2-c2ccccc2)C3c2ccc(O)c(O)c2)c1 (centres undefined)	23.8%	11.9%	9.2%	-0.2%	-0.1%	0.8%	2.4%	1.2%	-14.5%
CCS(=O)(=O)c1ccc2oc(Nc3ccc(C(C)(C)C)cc3)nc2c1	-1.5%	4.3%	-2.0%	-2.3%	0.0%	-22.2%	-29.2%	-0.3%	1.3%
CC(C)CN(C(=O)CN1CCN(c2ccc(O)cc2)CC1)c1c(N)n(CC(C)C)c(=O)[nH]c1=O	-1.1%	3.2%	7.0%	-2.1%	0.8%	-8.7%	-6.7%	-0.2%	-17.7%
CC(C)CCNc1nnnc2c1sc1nc(N3CCOCC3)c3c(c12)CC(C)(C)SC3	-13.1%	0.3%	1.8%	6.5%	0.0%	12.7%	-14.3%	2.1%	-7.7%
Cc1ccc(OCC(=O)Nn2cnnc2)c(Br)c1	-4.7%	-12.2%	2.1%	7.9%	0.1%	-1.4%	-20.3%	0.1%	-18.5%
O=c1c(O[C@@H]2O[C@H](CO)[C@@H](O)[C@H](O)[C@H]2O)c(-c2ccc(O)c(O)c2)oc2cc(O)cc(O)c12	nt	5.1%	16.1%	-2.7%	-0.1%	-20.7%	1.4%	21.4%	-11.7%
O=C(CCSCc1ccccc1F)NCc1ccc(F)cc1	1.3%	7.1%	-0.9%	-6.6%	0.0%	-7.9%	43.1%	-0.6%	4.1%
CCOC(=O)c1nnn(CC(=O)N2N=C(c3cc(C)ccc3C)CC2c2ccc(OC)cc2)c1C(=O)OCC (centres undefined)	-4.4%	1.7%	-2.2%	2.1%	0.1%	-8.5%	34.3%	-1.2%	-29.3%
C=CCc1ccccc1OCC(O)CN(CC)CC (centres undefined)	-2.8%	5.0%	-1.0%	-7.1%	0.6%	0.5%	-14.9%	-0.8%	4.1%
OCCN(CCO)c1ncnc2c1sc1nc(N3CCOCC3)c3c(c12)CCCC3	-4.3%	-8.5%	-0.6%	-3.4%	0.0%	3.2%	-12.2%	1.1%	-6.5%
COc1cc(NC(=O)Cn2cnc3sc(C)c(S(=O)(=O)N4CCOCC4)c3c2=O)cc(OC)c1OC	-9.1%	6.8%	0.0%	-2.3%	0.0%	17.6%	-4.3%	-0.1%	-15.6%
O=C(CSc1nc2ccccc2[nH]1)Nc1ccc2c(c1)CCC2	5.0%	3.1%	0.3%	6.8%	-0.3%	2.0%	-19.7%	-0.5%	50.7%
C/C=C/c1ccc(OCC(=O)OCc2csc(CC(=O)Nc3ccccc3C)n2)c(OC)c1	-7.5%	2.5%	3.3%	-4.3%	0.2%	8.9%	-19.5%	0.4%	-40.3%
O=C(NCc1cccnc1)c1cccc(C(F)(F)F)c1	0.0%	2.4%	-1.8%	-6.1%	0.2%	-1.8%	20.3%	0.5%	-25.0%
CCCc1cc(=O)[nH]c(SCC(=O)N(CC)Cc2ccccc2)n1	5.4%	9.0%	0.4%	0.7%	-0.2%	-2.6%	-9.7%	0.2%	-5.2%
C=CCNS(=O)(=O)c1ccc(C(=O)OCc2cc(=O)oc3cc(OC)ccc23)cc1	-3.2%	2.5%	2.4%	1.7%	-0.2%	-14.7%	-8.4%	-0.9%	-20.3%
Cc1ccccc1C1CC(c2ccc(Br)cc2)Nc2nc(N)nn21 (centres undefined)	3.6%	-2.1%	1.8%	-3.3%	0.4%	-13.0%	0.5%	-1.0%	3.5%
COC(=O)C1(C)NC(c2ccccc2C)C2C(=O)N(c3ccccc3)C(=O)C21 (centres undefined)	7.4%	9.6%	1.3%	-0.1%	-0.1%	-6.1%	11.1%	-0.4%	-8.3%
O=C1CC(N(O)c2ccccc2)C(=O)N1c1ccc(Cl)c(Cl)c1 (centres undefined)	-1.6%	6.7%	3.3%	4.4%	0.6%	-8.3%	9.1%	0.1%	4.9%
O=C(NC12CC3CC(CC(C3)C1)C2)N1CCN(c2nc(-c3ccccc3)cs2)CC1	3.9%	1.3%	-2.1%	-2.4%	-0.1%	-1.6%	6.6%	nt	57.5%
Cc1cc(C)cc(NC(=S)NCCN(C2CCCCC2)C2CCCC2)c1	-0.8%	9.1%	1.0%	-2.0%	-0.3%	-2.3%	-3.4%	-0.6%	-13.2%
CC(CCc1ccccc1)NC(=O)c1cnc(Cl)c(Cl)c1 (centres undefined)	-7.3%	-12.0%	0.4%	-4.9%	2.2%	-10.8%	10.7%	0.1%	5.6%

Of the compounds above, 4 have an aryl thioether with sulfur outside any ring.
SMILES	NS5 inhibitors	GPR55 LPI antagonism	HIV peptide binding	KOR beta-arrestin-1	GPR55 beta-arrestin	GPR35 arrestin U2OS	KOR beta-arrestin-2	West Nile antiviral	NOD1 NF-kB reporter	others
CSc1cccc(NC(=O)CCC(=O)O)c1	-5.8%	4.3%	0.6%	2.8%	-0.3%	16.9%	-10.2%	0.9%	-20.9%
CCOC(=O)C1=C(CSc2nc3c(cc2C#N)CN(C)CC3)OC(N)=C(C#N)C1c1ccc(F)cc1 (centres undefined)	26.4%	4.2%	-0.4%	-1.2%	-0.1%	-13.3%	5.1%	0.6%	12.0%
O=C(CSc1nc2ccccc2[nH]1)Nc1ccc2c(c1)CCC2	5.0%	3.1%	0.3%	6.8%	-0.3%	2.0%	-19.7%	-0.5%	50.7%
CCCc1cc(=O)[nH]c(SCC(=O)N(CC)Cc2ccccc2)n1	5.4%	9.0%	0.4%	0.7%	-0.2%	-2.6%	-9.7%	0.2%	-5.2%

Carrying on:
SMILES	NS5 inhibitors	GPR55 LPI antagonism	HIV peptide binding	KOR beta-arrestin-1	GPR55 beta-arrestin	GPR35 arrestin U2OS	KOR beta-arrestin-2	West Nile antiviral	NOD1 NF-kB reporter	others
COc1ccc(N2CCN(C(c3cc4ccc(C)cc4[nH]c3=O)c3nnnn3C3CCCC3)CC2)cc1 (centres undefined)	-2.0%	7.3%	3.3%	7.7%	-0.3%	11.5%	4.2%	-0.3%	-30.6%	NS5 inhibitors pilot replicate=-3.0
CCOc1c(Br)cc(CNc2ccc(N3CCN(C(C)=O)CC3)cc2)cc1OC	62.4%	1.5%	-2.0%	1.4%	-0.1%	-12.7%	17.8%	-0.6%	-6.6%
O=[N+]([O-])c1cc(Cl)cc(/C=N/n2cnnc2)c1O	-3.0%	10.2%	-0.7%	-2.6%	-0.2%	8.2%	7.0%	0.0%	-20.1%
Cc1c(Cl)c(C(F)(F)F)nn1CC(=O)N1CCSCC1	0.0%	-2.0%	-1.8%	-5.3%	-0.5%	-8.4%	-22.5%	0.1%	-15.2%
Clc1ccc(CNCCCSc2ncccn2)cc1	3.5%	-10.8%	0.3%	0.1%	-0.3%	4.4%	-44.2%[20 µM]	-0.3%	-18.0%
O=C(C1CCCN(c2ncnc3c2nc2n3CCCCC2)C1)N1CCN(c2ccc(F)cc2)CC1 (centres undefined)	0.9%	8.5%	-1.4%	-6.6%	-0.1%	-2.3%	-2.7%	0.5%	-17.0%
CC(C)NC(=O)COc1ccccc1C#N	-10.1%	-0.8%	3.0%	0.5%	-0.6%	1.8%	-26.9%	0.3%	-35.6%
CC1CCC2C(C1)Nc1c(C(=O)O)cccc1C2(C)C (centres undefined)	21.1%	4.2%	8.1%	-3.6%	0.2%	11.3%	-90.2%[20 µM]	0.6%	-19.0%
COC1CCCCC1Nc1ccc(C)c(C)c1 (centres undefined)	-2.8%	-8.0%	-1.3%	-5.5%	0.1%	1.0%	-0.3%	0.2%	-1.2%
COc1ccc2c(=O)c3c(=O)n(CCc4ccccc4)c(C(C)C)nc3oc2c1	-3.9%	2.0%	-1.4%	3.0%	-0.1%	1.8%	31.9%	0.0%	-4.3%
COC(=O)c1ccc(N2CCN(C)CC2)c(NC(=O)COc2cccc(C)c2)c1	-5.8%	-5.0%	-0.9%	-6.8%	0.1%	4.2%	4.5%	0.0%	-0.4%

Some of the compounds tested (hit frequency here may not be typical).
